KOR beta-arrestin-1: KOR antagonists, beta-arrestin recruitment, cell-based, luminescence, uHTS (AID 1778). 290,000 tested, 0.091% active. KOR beta-arrestin recruitment, luminescence, antagonist mode; higher % means a stronger effect. inhibition, % at 10 µM; hits with a dose series show IC50 in µM; note: strong numbers were not always called active
ER stress rescue: protection against thapsigargin-triggered cell killing – 384-well, CSM14.1, ATP luminescence, primary screen (AID 1222) | 190,000 tested, under 10 active | CSM14.1 thapsigargin-induced death rescue, ATP luminescence; higher % means a stronger effect | cellular ATP content (survival), % at 20 µM; hits with a dose series show EC50 in µM;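 active = EC50 below 50 µM in the dose-response confirmation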;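 note: death triggered by thapsigargin at about 15 µM added after 2 h compound pretreatment; cell ATP read after overnight thapsigargin exposure of roughly 18 to 22 hours; normalized against plate controls of thapsigargin alone and 5% DMSO vehicle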
NOD1 inhibition: NOD1 signaling inhibitors, primary screen, cell-based, luminescence, uHTS (AID 1578); 290,000 tested, 1% active; NOD1-driven NF-kB luciferase reporter cells, luminescence; higher % means a stronger effect; inhibition, % at 4 µM; hits with a dose series show EC50 in µM; in the data active = inhibition mostly above about 36%, no sharp cut-off; inactive = mostly below about 34%;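 note: HEK-293T reporter cells stimulated with the NOD1 agonist gamma-tri-DAP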
NOD2 inhibition: NOD2 signaling inhibitors, cell-based, luminescence, uHTS, HEK293 (AID 1566); HEK293 NOD2/NF-kB luciferase reporter, luminescence; higher % means a stronger effect; inhibition, % at 4 µM; hits with a dose series show EC50 in µM; 290,000 tested, 0.63% active; note: many of its hits are not listed in these tables
NTR1 agonist: agonists of NTR1, primary screen, imaging, U2OS cells, beta-arrestin-GFP, high content (AID 493036) | P30989 | NTR1-U2OS beta-arrestin-GFP spot imaging, agonist mode | activation, % at 20 µM | 330,000 tested, 0.17% active;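 active = activation at or above 40% of the spot to cytoplasm intensity ratio, with at least 20 cells analyzed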;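 note: 0% = DMSO without peptide and 100% = 100 nM NTR1 peptide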
Target sequence (P30989 whole entry, looked up): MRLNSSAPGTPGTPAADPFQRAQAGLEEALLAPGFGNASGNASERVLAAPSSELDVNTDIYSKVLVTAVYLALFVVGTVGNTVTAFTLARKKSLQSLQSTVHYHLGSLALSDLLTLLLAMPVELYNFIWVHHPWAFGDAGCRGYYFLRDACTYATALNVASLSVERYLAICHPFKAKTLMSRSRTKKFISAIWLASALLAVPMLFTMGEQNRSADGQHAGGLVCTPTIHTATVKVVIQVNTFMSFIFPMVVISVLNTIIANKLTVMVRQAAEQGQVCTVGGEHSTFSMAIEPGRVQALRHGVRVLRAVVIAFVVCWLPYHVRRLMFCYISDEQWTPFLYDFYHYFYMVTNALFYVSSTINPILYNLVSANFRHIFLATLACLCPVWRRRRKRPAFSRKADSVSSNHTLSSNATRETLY
GPR55 activation: GPR55 agonists via beta-arrestin recruitment, primary screen, imaging, U2OS cells, beta-arrestin-GFP redistribution (AID 1961). U2OS GPR55 beta-arrestin-GFP redistribution imaging; higher % means a stronger effect. 290,000 tested, 0.048% active. one-dose activation, % at 10 µM; EC50 in µM for titrated hits;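 active = activation above 40% with more than 50 cells counted in the well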;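 note: U2OS osteosarcoma cells stably expressing GPR55 and beta-arrestin-GFP; plate controls were DMSO negative control for no effect and LPI positive control for full effect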
KOR beta-arrestin-2: kappa opioid receptor activators – cell-based, luminescence, uHTS, primary screen (AID 1777); activation, % at 10 µM, or EC50 in µM where a hit was titrated; KOR beta-arrestin recruitment, luminescence; higher % means a stronger effect; 280,000 tested, 0.02% active; in the data active = activation above about 50%, passing the limit was not always enough; note: a part of the inactive calls stands beside numbers as strong as those of hits
TNAP activation fold: human TNAP enzyme activators, primary screen, biochemical, luminescent, no phosphate acceptor, uHTS (AID 1001); purified TNAP, luminescent activation assay, no phosphate acceptor; higher activation fold means a stronger effect; 200,000 tested, 0.03% active; one-dose activation fold at 20 µM; EC50 in µM for titrated hits; in the data active = activation fold from about 3, or a potency from the dose series; inactive = the rest, 99 in 100 with activation fold below about 1.6; note: many of its hits are not listed in these tables
Yfh1-depleted yeast: enhancers of respiration in Yfh1-depleted yeast, dose response, Friedreich's ataxia, plus single-dose screen (AID 1465); S. cerevisiae Yfh1-off respiration, WST-1 reduction, 72 h; higher fold induction means a stronger effect; fold induction at 50 µM, or EC50 in µM where a hit was titrated; 220,000 tested, 0.074% active;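 active = fold induction of absorbance versus untreated yeast above a set limit, then at least 30% activation at any dose in follow-up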;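 note: activators that raise dye reduction in frataxin-depleted yeast; strong numbers were not always called active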
NTR1 agonist cell count 20 µM: second read-out of NTR1 agonist, no call of its own (marks repeat the call); cell count; measured here: cell count, cytotoxicity flag
An asterisk follows results filed as active; i = inactive; · = no result given; [ ] = another dose, or the depositor's remark. Cut-off read from the data, not from the text of the source, unless noted: active = inhibition above about 50%; inactive = the rest. The list is partial. The share of hits here may be higher or lower than overall.

SMILES | KOR beta-arrestin-1 | ER stress rescue | NOD1 inhibition | NOD2 inhibition | NTR1 agonist | NTR1 agonist cell count 20 µM | GPR55 activation | KOR beta-arrestin-2 | TNAP activation fold | Yfh1-depleted yeast
CN1CCN(C(c2ccc(C(F)(F)F)cc2)c2cc(Cl)c3cccnc3c2O)CC1 (stereo not drawn) | -10% | · | -27% | 26% | 13 | 68 | -0.1% | -3.5% | · | ·
COc1ccc(N2CCN(C3CCCN(C(=O)CN4CCOC4=O)C3)CC2)cc1 (stereo not drawn) | 6% | · | -14% | -10% | 0.5 | 52 | 0.0% | -4.7% | · | ·
O=C1CNC(=S)N1CCc1ccccc1Cl | 9% | · | -1% | 22% | 1.2 | 68 | -0.1% | -0.5% | · | i
O=C(CSc1ncccn1)c1ccccc1Br | -18% | -2.3% | -15% | -7% | 0.3 | 35 | -0.1% | -1.5% | 1.1 | i
O=C(O)c1nnn(-c2cccc(C(F)(F)F)c2)c1-c1ccccc1 | -8% | · | -1% | 13% | 0.1 | 61 | -0.2% | 1.9% | · | i
O=[N+]([O-])c1ccc(N2CCN(c3ccc(F)cc3)CC2)cn1 | 5% | · | 1% | 17% | 0.8 | 54 | -0.1% | 2.1% | · | ·
CC(=O)c1cnn(-c2cc(Oc3cccc(C)c3)ncn2)c1C | 21% | 1.3% | -7% | 9% | -1.6 | 41 | -0.2% | 5.8% | 1.1 | i
Cc1ccc(CNC(=O)c2ccccc2NS(=O)(=O)c2ccc(Cl)nc2)cc1 | -14% | · | 6% | 27% | 1.8 | 54 | -0.1% | 3.7% | · | ·
COc1cccc(NC(=O)CSCc2cc(=O)n3nc(C4CC4)sc3n2)c1 | -31% | · | -4% | 8% | 1.0 | 63 | 0.3% | 4.3% | · | ·
COc1ccc(NC(=O)CSc2nnnn2-c2ccc(F)cc2)cc1 | -15% | · | -5% | 8% | 0.3 | 56 | 0.6% | -0.8% | · | ·
O=C(CSc1nnnn1-c1cccnc1)Nc1ccccc1F | 4% | · | -30% | -3% | 0.9 | 56 | -0.2% | 0.2% | · | ·
c1ccc(-c2ccccc2-n2cnnn2)cc1 | 0% | -0.8% | 0% | 4% | -3.7 | 82 | 0.2% | -6.0% | 1.1 | i
O=C1CCCN1CCCNS(=O)(=O)c1ccc(Br)s1 | -23% | · | -24% | 15% | 0.2 | 60 | 0.2% | 0.4% | · | ·
CCS(=O)(=O)N1Cc2ccccc2CC1C(=O)Nc1nc2ccc(F)cc2s1 (stereo not drawn) | -5% | 0.1% | -35% | -23% | -1.5 | 60 | 0.1% | 12% | 1.1 | i
Cc1ccc(NC(=O)Nc2ccc3oc(C)nc3c2)cc1 | -21% | -2.9% | -22% | -165% | -1.2 | 52 | -0.1% | 2.7% | 1.1 | i
O=C(COC(=O)/C=C/c1ccc(F)cc1)Nc1ccccc1-c1ccccc1 | -9% | -2.2% | -20% | -10% | 2.4 | 72 | -0.6% | 1.6% | 1.1 | i
Oc1c(Br)cc(C2N=C(c3ccccc3Cl)NO2)cc1Br (stereo not drawn) | 0% | 7.0% | 19% | 9% | 2.1 | 53 | -0.1% | -0.3% | 1 | i
COC1=C(Nc2ccc(C)cc2)C(=O)c2ccccc2C1=O | -30% | -3.7% | -26% | -21% | -0.8 | 70 | -0.3% | 12% | 1 | i
Cc1ccc(C(=O)c2c(NC(=O)CSc3nnc(N)s3)sc3c2CCCC3)cc1 | -16% | -2.6% | 45% | 7% | 7.4 | 54 | 0.0% | 13% | 1.3 | i
Cc1c(C(=O)NCc2ccccc2Cl)oc2c1C(=O)CCC2 | -58% | -0.9% | -24% | -4% | · | · | -0.1% | 3.6% | 1 | i
Cc1ccc(NC(=O)COC(=O)CCNS(=O)(=O)c2ccc(C)c(C)c2)cc1 | -4% | -3.6% | -13% | 16% | 2.8 | 30 | -0.2% | -0.7% | 1.2 | i
Nn1c(SCC(=O)Nc2cc(S(=O)(=O)N3CCOCC3)ccc2Cl)nnc1-c1cccnc1 | 13% | -0.2% | -16% | 23% | 0.5 | 104 | -0.4% | 0.5% | 1 | i
c1ccc(-n2ncc3c2ncn2nnnc32)cc1 | 22% | 0.3% | 2% | 19% | 0.1 | 64 | 0.3% | -2.6% | 1 | i
Cc1ccc(S(=O)(=O)NNC(=O)Nc2ccc(C)c(C)c2)c(C)c1 | -25% | · | -6% | 15% | -0.4 | 41 | -0.1% | 8.0% | · | ·
COc1ccc(/C=C(/NC(=O)c2ccccc2)C(=O)NCc2ccncc2)cc1 | -20% | · | -20% | 3% | 1.1 | 60 | -0.1% | 4.3% | · | ·
Continued:
SMILES | KOR beta-arrestin-1 | ER stress rescue | NOD1 inhibition | NOD2 inhibition | NTR1 agonist | NTR1 agonist cell count 20 µM | GPR55 activation | KOR beta-arrestin-2 | TNAP activation fold | Yfh1-depleted yeast
CCOC(=O)c1ccc(CN2Cc3ccccc3C2=O)cc1 | -3% | · | -2% | 10% | 0.4 | 79 | -0.1% | -18% | · | ·
CCn1c(=O)c(C(=O)NNC(=O)c2ccccc2Cl)c(O)c2ccccc21 | -14% | · | -18% | 36% | 3.5 | 59 | 0.1% | -2.9% | · | ·
COc1ccc(-c2nnn(CC(=O)N(CC(=O)NC3CCCC3)c3cccc(C)c3)n2)cc1OC | -9% | -0.3% | -14% | -2% | 2.0 | 79 | 0.1% | 0.1% | 1.1 | i
O=C1N(Cc2cccnc2)C[C@@H]2C[C@@H](c3cccc(OC4CCCC4)c3)N3CCC[C@@]123 | -30%[20 µM] | 2.8% | -27% | 10% | -1.9 | 97 | 0.2% | · | 1.1 | i
O=C(NC(=S)Nc1nc(-c2ccc(Cl)cc2)cs1)c1cccs1 | 10% | -0.8% | -8% | -10% | 7.2 | 36 | -0.3% | -4.3% | 0.9 | i
O=C(O)C1CC(c2ccccc2)=Nc2ccccc2S1 (stereo not drawn) | · | · | -5% | -42% | 2.9 | 50 | 0.6% | 1.3% | · | i
Cn1c(CNc2ccccc2)cc(=O)n(C)c1=O | -30% | -0.6% | -6% | -5% | 0.7 | 51 | -0.3% | -2.6% | 1.2 | i
C[n+]1ccccc1/C=C/c1ccccc1Cl | -17%[20 µM] | · | -1% | 17% | -0.4 | 73 | -0.1% | -12% | · | ·
COc1ccc(NC2CCCN(C(=O)CCN3CCOCC3)C2)cc1 (stereo not drawn) | 15% | · | -1% | -4% | · | · | 0.2% | -5.1% | · | ·
Cc1cc(C(=O)COc2ccc3ccc(=O)oc3c2)c(C)n1Cc1cccs1 | -24% | -0.1% | 22% | -4% | 6.8 | 41 | -0.1% | 41% | 1 | i
CC(C)C[C@@H](N)c1nnc(SCC(=O)c2ccc(Cl)cc2)o1 | 1% | -0.3% | -22% | 10% | 6.5 | 76 | -0.1% | -4.5% | 1.1 | i
CC(C)c1cccc(C(C)C)c1NC(=O)Cn1c(=O)cnc2ccccc21 | -12% | -0.3% | -9% | 20% | -0.3 | 94 | -0.4% | -0.9% | 1 | i
CCOC(=O)Cc1csc(/N=C/c2c(O)n(-c3ccccc3C(F)(F)F)c(=O)c3ccccc23)n1 | 32% | -0.6% | 4% | 0% | 1.9 | 93 | -0.2% | -0.8% | 0.9 | i
Cn1c(=O)c(C(=O)CN2CCN(S(=O)(=O)c3ccccc3)CC2)c(N)n(Cc2ccccc2)c1=O | 0% | -0.7% | -17% | 10% | 0.8 | 56 | -0.3% | 2.5% | 1.1 | i
O=C(c1cccc(Oc2ccccc2)c1)N1CCN(c2ccccn2)CC1 | 19% | 1.6% | -30% | -13% | -1.9 | 82 | 0.0% | -4.8% | 1 | i
O=C(CNC(=O)c1ccccc1)NCc1ccc(Cl)cc1 | 27% | -1.6% | -35% | 9% | -0.9 | 37 | -0.2% | 1.8% | 1.1 | i
CC(C)NCc1nnc(-c2ccc(Cl)cc2)o1 | -16% | -1.2% | -30% | 5% | 0.4 | 50 | 1.0% | 0.9% | 1 | i
CCOc1cc([N+](=O)[O-])cc(/C=N/NC(=O)c2c(-c3ccccc3)noc2C)c1O | -9% | · | -19% | 22% | 1.5 | 64 | -0.1% | -6.2% | · | ·
O=C(COc1ccccc1)Nc1cc(NC(=O)COc2ccccc2)cc(C(=O)O)c1 | -31% | · | 5% | -6% | 0.2 | 69 | 0.4% | -1.3% | · | ·
CCOC(=O)C1(CC/C(C)=N\NC(N)=O)CC(C)OC1=O (stereo not drawn) | 29% | -2.1% | -29% | 2% | 0.0 | 52 | 0.1% | 4.5% | 1.1 | i
CCCC(=O)Nc1nnc(SCC)s1 | 16% | 0.1% | 30% | 8% | 1.5 | 54 | 0.0% | 9.1% | 1.1 | i
CC(=O)Nc1cccc(NC(=O)c2oc3ccccc3c2C)c1 | -20% | -3.6% | -25% | -64% | 1.9 | 58 | -0.1% | -0.7% | 1.1 | ·
CCOC(=O)C1=C(C)NC(=O)NC1c1ccc2c(c1)OCCO2 (stereo not drawn) | 23% | 1.7% | -11% | 15% | -2.3 | 46 | 0.6% | 0.5% | 1.2 | i
CCC(C)c1ccc(O)c(NC(=S)NC(=O)c2cccnc2)c1 (stereo not drawn) | -4%[20 µM] | -1.1% | -31% | 1% | 1.2 | 29 | -0.1% | · | 1.2 | i
COCc1cc(=O)n2[nH]c(-c3ccco3)cc2n1 | -4% | · | -7% | 8% | -0.8 | 54 | 0.3% | -0.2% | · | i
(next part)
SMILES | KOR beta-arrestin-1 | ER stress rescue | NOD1 inhibition | NOD2 inhibition | NTR1 agonist | NTR1 agonist cell count 20 µM | GPR55 activation | KOR beta-arrestin-2 | TNAP activation fold | Yfh1-depleted yeast
Cc1ccc(/C=C2\SC(=S)N(CCCC(=O)Nc3cccnc3)C2=O)cc1 | -39% | · | 20% | 11% | 5.3 | 43 | 0.3% | 11% | · | ·
CC1=C(C#N)S(=O)(=O)C(C#N)C(c2ccccc2)C1 (stereo not drawn) | 12% | · | -9% | 4% | 0.2 | 46 | -0.1% | · | · | i
COCCNc1c2c(c(C#N)c3nc4ccccc4n13)CCCC2 | -16% | -0.9% | 39% | 3% | -0.3 | 69 | -1.0% | 0.5% | 1.1 | i
Cc1ccc(N2C(=O)c3ccccc3C2=O)cc1Cl | 40% | -1.0% | -15% | 2% | -1.5 | 42 | -0.2% | -7.1% | 1.1 | i
O=C(NCCN1CCNCC1)c1ccccn1 | -30% | -0.2% | 19% | -12% | 0.6 | 95 | -0.4% | -1.3% | 1 | i
O=C(CCn1cnc2ccccc2c1=O)Nc1ccc(S(=O)(=O)N2CCCCC2)cc1 | 1% | -2.7% | -25% | -13% | -0.3 | 57 | -0.2% | 4.9% | 1.1 | i

Individual results from above:
In NOD1 inhibition, O=C(NCCN1CCNCC1)c1ccccn1 has the entry 19%
In KOR beta-arrestin-1, O=C(CCn1cnc2ccccc2c1=O)Nc1ccc(S(=O)(=O)N2CCCCC2)cc1 has the entry 1%

Bioassay records (PubChem)
